# PhoP GFP inhibition: PhoP regulon inhibitors, Salmonella typhi PhoP promoter GFP reporter, confirmatory (AID 1850); Salmonella Typhi PhoP-promoter GFP reporter, fluorescence, 4 h; higher % means a stronger effect; one-dose inhibition, % at 50 µM; IC50 in µM for titrated hits; 0.33% of 310,000 active; in the data active = a potency from the dose series;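 note: 0% = induced wells with vehicle and 100% = uninduced wells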
# tuberculosis growth: growth inhibition of non-replicating M. tuberculosis (AID 488890). Mycobacterium tuberculosis non-replicating, growth inhibition; higher % means a stronger effect. inhibition, % at 25 µM; hits with a dose series show IC50 in µM. 0.39% of 320,000 active; in the data active = a potency from the dose series;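 note: plate controls were DMSO cells for no effect and high antibiotic wells for full effect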
# H37Rv inhibition: M. tuberculosis growth inhibition, HTS (AID 449762); one-dose inhibition, % at 25 µM; IC50 in µM for titrated hits; M. tuberculosis H37Rv growth inhibition, 7H9 media; higher % means a stronger effect; 0.59% of 330,000 active; in the data active = a potency from the dose series;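 note: bacterial growth assessed after seven days of incubation; strong numbers were not always called active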
# inhibitors of VEEV: inhibitors of VEEV TC-83 cytopathic effect, confirmation, Vero cells (AID 588727). Vero cells, VEEV TC-83 cytopathic effect inhibition; higher % means a stronger effect. inhibition, % at 20 µM, or IC50 in µM where a hit was titrated. 0.13% of 350,000 active; in the data active = a potency from the dose series; note: strong numbers were not always called active
# influenza NS1A: H1N1 influenza NS1A inhibitors, functional cell based assay (AID 504329); 0.3% of 340,000 active; NS1A functional cell-based assay, percent inhibition; higher % means a stronger effect; inhibition, % at 12.5 µM; hits with a dose series show IC50 in µM; in the data active = a potency from the dose series; note: strong numbers were not always called active
# inhibitors of VEEV 10K pilot screen: further read-out of inhibitors of VEEV, marked with its call; inhibition, %; measured here: 10K pilot screen inhibition
# An asterisk follows results filed as active; i = inactive; · = not tested or not shown.
SMILES,PhoP GFP inhibition,tuberculosis growth,H37Rv inhibition,inhibitors of VEEV,influenza NS1A,others
CCOc1ccc(CN(C)C(=O)CCN2C(=O)c3ccccc3C2=O)cc1OC,0.5%,-25.5%,2.8%,2.8%,-0.7%,
COc1ccc(Cn2nnnc2C(c2ccc3ncccc3c2)N2CCN(C3CCCCC3)CC2)cc1 (stereo not given),-8.5%,11.7%,0.2%,i,-1.3%,
C=CCNC(=O)C(=O)c1c(-c2ccccc2)[nH]c2ccccc12,7.9%,56.4%,-4.5%,1.8%,-2.3%,
Cc1ccc(C(C)C)c(OCC(=O)N2CCN(CC(=O)N3CCOCC3)CC2)c1,·,-4.8%,-5.7%,1.8%,-3.7%,
CC(=O)Nc1ccc(S(=O)(=O)N2CCC(C(=O)NCCC(=O)Nc3ccccc3)CC2)cc1,2.6%,-4.8%,2.8%,0.6%,-14.4%,
CCN1CCN(S(=O)(=O)c2ccc(F)c(C(=O)Nc3c(F)cc(F)cc3Br)c2)CC1,1.3%,-14.2%,-1.1%,0.2%,-9.2%,
C/C(=N\N1CCN(C)CC1)c1c(O)[nH]c(=O)[nH]c1=O,11.9%,-8.5%,-5.9%,i,4.8%,
O=C(CC1C(=O)NCCN1C(=O)c1ccc([N+](=O)[O-])cc1)Nc1ccc(F)cc1 (stereo not given),3.0%,-5.7%,9.2%,2.7%,-3.0%,
COc1ccc(C(=O)NC2CCN(C(=O)Nc3ccccc3Cl)CC2)cc1,-6.5%,-4.0%,-2.6%,1.3%,1.9%,
O=C(N/N=C/c1cc(Br)ccc1O)C(=O)Nc1ccccc1OC(F)(F)C(F)F,-4.6%,6.3%,19.2%,4.7%,1.9%,

# Next part; the last two above are carried over.
SMILES,PhoP GFP inhibition,tuberculosis growth,H37Rv inhibition,inhibitors of VEEV,influenza NS1A,others
COc1ccc(C(=O)NC2CCN(C(=O)Nc3ccccc3Cl)CC2)cc1,-6.5%,-4.0%,-2.6%,1.3%,1.9%,
O=C(N/N=C/c1cc(Br)ccc1O)C(=O)Nc1ccccc1OC(F)(F)C(F)F,-4.6%,6.3%,19.2%,4.7%,1.9%,
Cc1occc1-c1nnc(SCC(=O)N2CCN(c3ccc(F)cc3)CC2)n1C,12.9%,-5.9%,-4.8%,0.5%,6.3%,
CCC(C(=O)NC1CC1)n1nc(C)c2c(C)n(-c3ccc(C)cc3)nc2c1=O (stereo not given),3.8%,-7.4%,-8.2%,i,8.3%,
COc1cc(C(=O)NCCc2ccc(S(=O)(=O)N3CCCC3)cc2)cc(OC)c1OC,-0.4%,4.3%,-1.0%,0.2%,-9.9%,
CC(C)(C)Nc1nc2cc([N+](=O)[O-])ccc2o1,9.9%,-1.4%,-3.9%,0.1%,-0.8%,
COc1ccccc1CCNC(C)CCc1ccc(O)cc1 (stereo not given),-3.3%,25.1%,-7.6%,i,-7.5%,
COc1ccc(-c2c(C#N)c(N)nc3c2CCCCCC3)cc1OC,-16.1%,-2.4%,6.2%,0.7%,0.6%,
COc1ccccc1NC(C)C(=O)N/N=C/c1ccccc1OCc1cccc(Br)c1 (stereo not given),3.4%,8.1%,-1.6%,0.2%,0.0%,
COC(=O)c1ccc(Nc2cc(C)nc3ccc(C)cc23)cc1,7.8%,77.6%,7.6%,9.2%,-14.3%,
O=C(Nc1ccc(F)cc1)OCCN1CCN(Cc2ccccc2)CCC1=O,1.2%,19.1%,-2.1%,i,0.7%,inhibitors of VEEV 10K pilot screen=0.3
CCc1cccc(NC(=O)CCCCCC2NC(=O)NC2C)c1 (stereo not given),9.6%,-8.3%,-1.1%,1.1%,0.825µM*,

# An excerpt of the results above:
SMILES,PhoP GFP inhibition,tuberculosis growth,H37Rv inhibition,inhibitors of VEEV,influenza NS1A,others
CCC(C(=O)NC1CC1)n1nc(C)c2c(C)n(-c3ccc(C)cc3)nc2c1=O (stereo not given),3.8%,-7.4%,-8.2%,i,8.3%,
COc1cc(C(=O)NCCc2ccc(S(=O)(=O)N3CCCC3)cc2)cc(OC)c1OC,-0.4%,4.3%,-1.0%,0.2%,-9.9%,

# Quoted at random: five entries already listed
SMILES,PhoP GFP inhibition,tuberculosis growth,H37Rv inhibition,inhibitors of VEEV,influenza NS1A,others
CCc1cccc(NC(=O)CCCCCC2NC(=O)NC2C)c1 (stereo not given),9.6%,-8.3%,-1.1%,1.1%,0.825µM*,
O=C(CC1C(=O)NCCN1C(=O)c1ccc([N+](=O)[O-])cc1)Nc1ccc(F)cc1 (stereo not given),3.0%,-5.7%,9.2%,2.7%,-3.0%,
CCN1CCN(S(=O)(=O)c2ccc(F)c(C(=O)Nc3c(F)cc(F)cc3Br)c2)CC1,1.3%,-14.2%,-1.1%,0.2%,-9.2%,
CCC(C(=O)NC1CC1)n1nc(C)c2c(C)n(-c3ccc(C)cc3)nc2c1=O (stereo not given),3.8%,-7.4%,-8.2%,i,8.3%,
O=C(Nc1ccc(F)cc1)OCCN1CCN(Cc2ccccc2)CCC1=O,1.2%,19.1%,-2.1%,i,0.7%,inhibitors of VEEV 10K pilot screen=0.3

# Following part
SMILES,PhoP GFP inhibition,tuberculosis growth,H37Rv inhibition,inhibitors of VEEV,influenza NS1A,others
CCOc1ccc(C2/C(=C(/O)c3ccc(S(=O)(=O)N4CCCCC4)cc3)C(=O)C(=O)N2CCCOC)cc1OC (stereo not given),-7.6%,-8.5%,-12.5%,0.7%,-7.4%,
COc1ccc(N(C)C(=O)c2oc(=O)c3ccccc3c2-c2ccccc2)c(OC)c1,-6.4%,34.1%,-7.9%,6.6%,-1.9%,
Cc1nc2ccc(N=NN(C)C)cc2[nH]1,3.0%,47.2%,-5.9%,i,1.9%,
CC(=O)c1c(C)[nH]c(C(=O)CSc2nnc(C)s2)c1C,9.2%,-5.7%,0.6%,4.3%,-10.9%,
CCOC(=O)N1CCN(C(=O)CN2C(=O)NC(C)(c3ccc4ccccc4c3)C2=O)CC1 (stereo not given),·,-1.4%,-8.1%,3.1%,-11.8%,
COc1cc(OC)nc(-n2ncc(Br)c(Br)c2=O)n1,-14.9%,6.07µM*,4.28µM*,8.7%,-4.2%,
Cc1ccc(C)c(NC(=O)CSc2nnc(Cc3cccn3C)n2-c2ccc(F)cc2)c1,4.6%,-10.6%,-2.8%,8.8%,-1.6%,
Cc1ccccc1Cn1c2ccccc2c2cnn(CC(=O)NCCCN3CCOCC3)c(=O)c21,1.9%,27.1%,0.0%,0.3%,1.3%,
COc1ccccc1C1NC(=O)NC(C)=C1C(=O)OC1CCC(C)CC1 (stereo not given),0.5%,0.5%,-1.2%,1.9%,-0.7%,
CCCCN(C)C(=O)C1CCN(CCCc2ccccc2)CC1,6.7%,29.1%,-5.9%,i,6.0%,
CN(C)c1ccc(NC(=O)COC(=O)CCC(=O)c2ccc(F)cc2)cc1,-5.2%,45.0%,-16.8%,2.6%,7.4%,
COc1ccc(C2=NN(CC(=O)NCc3ccco3)C(=O)CC2)cc1,-5.5%,8.7%,-6.7%,0.6%,-5.5%,
Nn1cc(-c2ccccc2)nc1SCC(=O)N1CCN(S(=O)(=O)c2ccccc2)CC1,6.5%,8.1%,-1.2%,3.7%,1.4%,
CCOC(=O)c1c(/N=C/C2C(=O)CCCC2=O)sc2c1CCCC2,1.3%,1.9%,2.2%,2.2%,·,
CC(OC(=O)Cn1[nH]c(=O)c2ccccc2c1=O)C(=O)Nc1cccc(Cl)c1 (stereo not given),-10.9%,4.5%,0.9%,0.3%,12.5%,
O=C(Nc1ccc2c(c1)OCCO2)c1ccc2nccnc2c1,-9.4%,-3.4%,-2.2%,2.8%,4.2%,
Cc1nc2sc(C(c3ccco3)N3CCN(C(c4ccccc4)c4ccccc4)CC3)c(O)n2n1 (stereo not given),-4.0%,71.5%,-4.7%,10.3%,-0.1%,
CCOc1cc(C)c(Cl)cc1S(=O)(=O)NCC1CCCO1 (stereo not given),6.0%,-11.8%,2.5%,0.8%,4.2%,
FC(F)Sc1nnc(-c2cccs2)n1-c1ccccc1,-3.7%,13.2%,0.8%,i,-8.4%,
Cc1cc(NC(=O)CSc2nc3ccccc3c(=O)n2C(C)c2ccccc2)no1 (stereo not given),-3.7%,3.0%,-2.9%,10.2%,5.5%,
CC(C)(C)c1ccc2c(c1)C(c1ccc3c(c1)OCO3)CC(=O)O2 (stereo not given),·,·,·,1.4%,19.8%,
CC1(C)Oc2ccc3ccc(=O)oc3c2[C@H](O)[C@H]1O,·,-0.6%,-1.2%,i,-11.5%,
CCOc1ccccc1N1CC(C(=O)Nc2nccs2)CC1=O (stereo not given),7.5%,1.9%,-4.1%,6.8%,4.1%,
Cc1ccc(C)c(-n2c(SCC(=O)NCC3CCCO3)nnc2-c2ccoc2C)c1 (stereo not given),-11.8%,42.8%,4.0%,0.1%,-0.8%,
COc1ccc(CN2C(=O)C(O)(CC(=O)c3ccc4c(c3)OCO4)c3ccccc32)cc1OC (stereo not given),2.1%,·,-7.7%,i,3.5%,
COc1ccc(CC(=O)Nc2nccs2)cc1OC,7.1%,103.8%,3.4%,i,-5.4%,
COC1C(C)OC(OC2CC(C)(O)Cc3cc4c(c(O)c32)C(=O)c2c(O)cc3c(c2C4=O)OC2OC3(C)C(O)C(N(C)C)C2O)C(OC)C1(C)OC (stereo not given),·,·,·,i,4.7%,
CCOc1ccc(CCNC(=O)C2CCN(c3ccc(N4CCOCC4)nn3)CC2)cc1OCC,-10.0%,9.6%,-2.6%,3.3%,7.8%,
CCN(C(=O)Cc1c(C(=O)O)n(C)c2ccccc12)c1ccc(F)cc1,1.8%,7.0%,5.6%,1.1%,·,
COc1ccc(/C=C2/SC(=O)N(CCNC(=O)C3CCCN3C(=O)c3cccs3)C2=O)cc1 (stereo not given),0.1%,1.1%,7.9%,2.5%,-0.5%,
CCN1CCN(S(=O)(=O)c2ccc(Cl)c(C(=O)N(CC)CC(=O)Nc3ccc(OC)cc3)c2)CC1,-6.8%,12.4%,-20.2%,2.2%,-9.6%,
Cn1c(SCc2cc(=O)[nH]c(C(C)(C)C)n2)nnc1C(F)(F)F,3.9%,-6.7%,-4.0%,1.4%,-5.1%,
CCC(C)N1C(=O)CN(C2CCCCCC2)C(=O)C1c1ccccc1F (stereo not given),3.1%,-1.7%,-3.5%,1.4%,-4.5%,
Cc1ccc(C(=O)C2=C(O)C(=O)N(Cc3cccnc3)C2c2cccc([N+](=O)[O-])c2)o1 (stereo not given),-6.2%,14.9%,0.4%,0.8%,13.3%,
Cc1ccc(Nc2c(-c3ccccc3O)nc3ncccn23)cc1,-7.7%,21.1%,3.6%,i,16.6%,
COc1ccc(/C=N/N2C(=N)SCC2=O)cc1,-13.6%,29.6%,-6.5%,1.5%,14.5%,
C=CCc1ccccc1Oc1cc(OC)nc(N)n1,·,·,·,0.9%,-4.5%,
COc1cc(N)c(Cl)cc1C(=O)OCC(=O)c1ccc2c(c1)NC(=O)CO2,5.5%,-1.0%,3.3%,10.2%,-7.2%,
Cc1onc(-c2ccccc2Cl)c1C(=O)N1CCN(C)CC1,2.4%,-6.3%,-2.6%,2.1%,6.7%,
CCOc1ccc(NC(=O)Nc2ccc(Br)cn2)cc1,-2.1%,35.0%,9.3%,0.8%,5.1%,inhibitors of VEEV 10K pilot screen=2.3
COC(=O)c1c(NC(=O)CSc2nccn2C)sc(C)c1C,4.8%,-7.9%,-1.3%,i,3.4%,
NS(=O)(=O)c1ccc(CCNC(=O)c2ccc(=O)[nH]c2)cc1,6.7%,-9.2%,-2.9%,1.5%,2.2%,
Cc1ccc(CNC(=O)CN(C)S(=O)(=O)c2ccc3c(c2)n(C)c(=O)c(=O)n3C)cc1,4.2%,1.1%,1.6%,1.4%,1.5%,
COc1cc(C2C(C(C)=O)=C(O)C(=O)N2CCN(C)C)ccc1O (stereo not given),2.0%,-6.0%,0.8%,i,-16.0%,
Cc1ccc(SCC2CNc3nc4ccccc4c(=O)n32)c(C)c1 (stereo not given),-3.7%,-18.8%,2.7%,0.6%,-4.2%,
CCOc1ccccc1NC(=O)c1ccc(S(=O)(=O)N(C)c2ccccc2)cc1,·,12.0%,6.4%,4.7%,-13.8%,
CCN(CC)C(=O)CSc1nc2cc(OC)c(OC)cc2c(=O)n1Cc1ccc(Cl)cc1,-7.7%,24.4%,9.0%,i,2.5%,
CCN(CC)CCNC(=O)c1ccc(NC(=O)c2ccc(F)cc2)cc1,13.8%,12.8%,6.2%,0.4%,-22.6%,

# Compound activity (PubChem BioAssay)
